Screening data (PubChem)
All columns: NCI-60 one-dose screen, growth in % after 48 h at 10 µM unless noted; 100 = growth as untreated, 0 = no growth, -100 = all killed.
OVCAR-5 = OVCAR-5 ovarian cancer; 2.9% of 82,000 active
SK-OV-3 = SK-OV-3 ovarian cancer cells; 3.2% of 80,000 active
OVCAR-4 = OVCAR-4 ovarian cancer cells; 3.7% of 80,000 active
NCI-H23 = NCI-H23 lung cancer; 4% of 80,000 active
OVCAR-3 = OVCAR-3 ovarian cancer; 7% of 79,000 active; AID 1794787
OVCAR-8 = OVCAR-8 ovarian cancer; 4.4% of 81,000 active
IGROV1 = IGROV1 ovarian cancer; 4.7% of 79,000 active
NCI-H522 = NCI-H522 lung cancer; AID 1794739; 8% of 78,000 active
NCI/ADR-RES = NCI/ADR-RES ovarian cells; 4.4% of 81,000 active
Starred values were filed as active, the others as inactive; x = not tested or not shown. Rule for the calls: active = growth percent below 10; inactive = the rest. Some of the compounds tested, so the mix of outcomes need not match the whole.

SMILES | OVCAR-5 | SK-OV-3 | OVCAR-4 | NCI-H23 | OVCAR-3 | OVCAR-8 | IGROV1 | NCI-H522 | NCI/ADR-RES
O=[N+]([O-])CC(O)CCl (configuration not stated) | 112.5 | 112.8 | 110.4 | 112.6 | 106.5 | 92.2 | 126.0 | 102.2 | 121.4
Nc1ccc(Cl)cc1N | 124.1 | x | 84.2 | 100.8 | 89.0 | 84.9 | x | 61.3 | 91.6
c1ccc(C(CN2CCCCC2)c2ccccc2)cc1 | 99.0 | 121.2 | 135.7 | 99.2 | 104.4 | 124.9 | x | x | 105.3
O=C(c1cc([N+](=O)[O-])cc([N+](=O)[O-])c1)N(CCCl)CCCl | 106.4 | 101.3 | 92.3 | 101.6 | 104.8 | 95.8 | 98.2 | 94.2 | 104.3
CCCC1(CC(C)CC)C(=O)NC(=O)NC1=O (configuration not stated) (tested in a mixture with another compound) | 101.1 | 105.5 | x | 99.7 | 116.9 | 100.6 | 112.7 | 93.1 | 99.4
C=CCC1(CCC)C(=O)NC(=S)NC1=O | 93.7 | 107.9 | 116.0 | 105.7 | 107.8 | 99.2 | 103.9 | 88.6 | 102.8
CC(=O)O[C@H]1CC[C@@]2(CCl)C(=CC[C@@H]3[C@@H]2CC[C@]2(C)C(=O)CC[C@@H]32)C1 | 100.2 | 109.3 | 93.1 | 106.8 | 107.0 | 90.3 | 101.8 | 96.3 | 107.7

Complete entries as entered above. Screens in order: OVCAR-5 | SK-OV-3 | OVCAR-4 | NCI-H23 | OVCAR-3 | OVCAR-8 | IGROV1 | NCI-H522 | NCI/ADR-RES
O=[N+]([O-])CC(O)CCl (configuration not stated) across the screens: 112.5 | 112.8 | 110.4 | 112.6 | 106.5 | 92.2 | 126.0 | 102.2 | 121.4
Nc1ccc(Cl)cc1N across the screens: 124.1 | x | 84.2 | 100.8 | 89.0 | 84.9 | x | 61.3 | 91.6
CCCC1(CC(C)CC)C(=O)NC(=O)NC1=O (configuration not stated) (tested in a mixture with another compound) across the screens: 101.1 | 105.5 | x | 99.7 | 116.9 | 100.6 | 112.7 | 93.1 | 99.4
